Screening results from PubChem.
XBP1 UPR activ – activators of adaptive arm of unfolded protein response (XBP1); actives 0.33% (n = 330,000); CHO-XBP1 luciferase reporter, IRE1-XBP1 UPR activation, luminescence; percent of tunicamycin response, DMSO as zero; AID 463104; activation, % at 20 µM;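 active means versus positive control, 20 µM dose yields 30% or more activation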;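 further: 100% = tunicamycin at 10 µg/mL and 0% = DMSO only wells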
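Material: IRE1-XBP1 luciferase reporter CHO line / Quantity: one thousand reporter cells per well / Buffer or medium: F12 with 10% serum / Compound: 20 µM single concentration, DMSO 1% / Times: 6 h treatment, 37 °C / Detection: Steady-Glo luciferase glow luminescence, 10 min after reagent addition / Benchmarks: tunicamycin high, DMSO low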
EBI2 antag – antagonists of human EBI2 receptor; actives 0.81% (n = 360,000); P32249; EBI2 beta-arrestin recruitment, luminescence, 7a,25-OHC stimulated; AID 651636; inhibition, % at 5 µM; in the data active means inhibition above about 38%;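 further: enzyme fragment complementation signal reports receptor beta-arrestin coupling in cells; 0% = agonist plus DMSO wells and 100% = wells without agonist; some results beyond the cut were filed as inactive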
Target sequence (P32249 whole entry, looked up, the tested form may be a part): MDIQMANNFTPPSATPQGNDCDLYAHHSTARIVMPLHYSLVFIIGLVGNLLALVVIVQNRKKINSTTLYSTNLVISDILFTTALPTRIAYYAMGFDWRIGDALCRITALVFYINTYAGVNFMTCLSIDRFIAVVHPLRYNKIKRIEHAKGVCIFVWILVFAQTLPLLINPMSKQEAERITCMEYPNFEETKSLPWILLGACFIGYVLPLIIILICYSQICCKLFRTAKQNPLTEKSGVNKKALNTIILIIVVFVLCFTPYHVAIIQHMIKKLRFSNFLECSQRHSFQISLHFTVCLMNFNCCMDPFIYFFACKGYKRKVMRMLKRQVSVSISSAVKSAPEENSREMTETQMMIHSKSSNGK
CHOP UPR activ – activators of apoptotic arm of unfolded protein response (CHOP). CHO-CHOP luciferase reporter, UPR activation, luminescence; percent of tunicamycin response over DMSO baseline. actives 0.34% (n = 330,000). activation, % at 10 µM;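 active means at 10 µM dose, activation of 40% or more, normalized to positive control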;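 further: 100% = tunicamycin at 10 µg/mL and 0% = DMSO alone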
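Assay system: CHO cells with stable CHOP pathway luciferase reporter; Buffer or medium: F12 plus 10% serum; Times: 16-18 h cell attachment, then 6 h compound exposure, 37 °C; Signal: luciferase luminescence; Read-out basis: percent activation relative to tunicamycin control; Control set: tunicamycin high control, DMSO low control.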
CXCR6 inh – blocks human CXCR6 beta-arrestin recruitment | AID 602244 | inhibition, % at 20 µM | CHO-K1 PathHunter CXCR6 beta-arrestin, luminescence | actives 0.36% (n = 360,000); in the data active means inhibition above about 34%, passing the limit was not always enough;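 further: antagonist mode with CXCL16 agonist at 10 nM final; 0% = 10 nM CXCL16 with DMSO and 100% = unstimulated wells without agonist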
Target sequence (O00574 whole entry, looked up): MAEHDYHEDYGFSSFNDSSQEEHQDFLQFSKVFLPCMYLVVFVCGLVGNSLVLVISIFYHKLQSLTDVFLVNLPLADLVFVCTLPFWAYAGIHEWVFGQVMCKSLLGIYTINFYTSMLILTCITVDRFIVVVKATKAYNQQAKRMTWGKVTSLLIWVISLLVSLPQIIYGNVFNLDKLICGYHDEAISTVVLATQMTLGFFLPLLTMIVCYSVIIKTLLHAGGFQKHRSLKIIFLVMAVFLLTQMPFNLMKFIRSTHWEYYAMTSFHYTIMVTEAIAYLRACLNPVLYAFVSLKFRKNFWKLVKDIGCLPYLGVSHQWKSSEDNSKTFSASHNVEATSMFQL
Jurkat NFkB inh – lowers PMA/ionomycin-induced NF-kB signal in Jurkat cells; PMA/ionomycin-induced NF-kB luciferase reporter, luminescence; inhibition, % at 4 µM; actives 0.53% (n = 330,000); in the data active means inhibition above about 50%
CCR6 antagonist – CCR6 (human) receptor antagonism. P51684. CHO-K1 CCR6 PathHunter beta-arrestin, luminescence, CCL20-stimulated. inhibition, % at 20 µM. actives 0.49% (n = 340,000). AID 493098;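 active means compounds whose inhibition of the agonist-driven luminescence signal at 20 µM reaches about 50%, limit read from the data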;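 further: cells stimulated with CCL20 at 14 nM final; plate controls were DMSO with CCL20 for no effect and DMSO without agonist for full effect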
Target sequence (P51684 whole entry, looked up): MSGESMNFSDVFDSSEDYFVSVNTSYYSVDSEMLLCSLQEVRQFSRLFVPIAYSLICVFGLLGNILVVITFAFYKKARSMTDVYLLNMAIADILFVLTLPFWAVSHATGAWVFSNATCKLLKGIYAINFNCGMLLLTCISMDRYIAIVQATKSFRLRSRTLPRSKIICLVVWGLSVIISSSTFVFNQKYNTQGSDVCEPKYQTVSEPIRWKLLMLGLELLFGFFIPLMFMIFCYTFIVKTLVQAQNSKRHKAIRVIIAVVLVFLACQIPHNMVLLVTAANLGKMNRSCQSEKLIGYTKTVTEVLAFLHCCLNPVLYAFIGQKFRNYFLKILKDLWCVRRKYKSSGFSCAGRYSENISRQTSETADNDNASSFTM
697 NFkB inh – inhibitors of the PMA/ionomycin-induced NF-kB reporter in 697 B cells | 697 B-cell NF-kB luciferase reporter, 16 h | inhibition, % at 4 µM | actives 0.33% (n = 330,000); in the data active means inhibition above about 35%
Gli-Sufu block – Gli-Sufu pathway antagonism | Sufu-KO-LIGHT fibroblasts, Gli luciferase reporter luminescence | inhibition, % at 5 µM | actives 0.74% (n = 340,000) | AID 588413;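 active means inhibition above about 55%, limit read from the data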;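 further: 0% = DMSO-treated cells and 100% = wells with medium but no cells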
Mdm2 MdmX PPI – disrupts the human Mdm2-MdmX interaction. SaOS-2 split-luciferase Mdm2/MdmX complementation, luminescence. inhibition, % at 8 µM. actives 3% (n = 330,000). AID 485346;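 active means inhibition of at least 50% at 8 µM in the primary screen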
* hit, by the source's call; nt = no result given.

cpd | Compound | XBP1 UPR activ | EBI2 antag | CHOP UPR activ | CXCR6 inh | Jurkat NFkB inh
1 | CCS(=O)(=O)N1Cc2ccccc2CC1C(=O)Nc1ccc(C)cc1 (stereo not drawn) | 1 | 10 | 1.5 | 4 | -31
2 | Oc1cc(NCCN2CCOCC2)cc2cccnc12 | 4 | -17 | 0.3 | -4 | 13
3 | COc1ccc(OC)c(NC(=S)NCCN2CCOCC2)c1 | -1 | -3 | -2.9 | -1 | 7
4 | NC(=O)CC(NC(=O)Cc1ccc(Cl)cc1)c1ccc(NCCc2ccccc2F)c([N+](=O)[O-])c1 (stereo not drawn) | -3 | 3 | 2.1 | 13 | 13
5 | C[C@H](C(=O)CC(=O)OC(C)(C)C)[C@H](O)c1ccccc1 | 1 | 2 | 2.5 | 2 | 9
6 | O=C(NC(=S)NNC(=O)c1ccco1)c1ccc(Br)cc1 | -2 | -1 | 2.2 | 20 | 3
7 | Cc1cccc(Nc2c([N+](=O)[O-])ccc3nonc23)c1 | 8 | -1 | -2.6 | -9 | -2
8 | COc1ccc(/C=C/C(=O)Nc2ccc(C34CC5CC(CC(O)(C5)C3)C4)cc2)cc1OC | 12 | 25 | 17 | 6 | -1
9 | Cc1ccc(NC(=O)CSc2nc(NS(=O)(=O)c3ccccc3)cc(=O)[nH]2)cc1 | 4 | 4 | 0.0 | 3 | -8
10 | COCCN1CCN(C(=O)C2CCC(=O)N(CCc3cccc(F)c3)C2)CC1 (stereo not drawn) | -3 | -15 | 2.1 | 2 | 18
11 | O=C(CSc1nc2ccc(Cl)cc2o1)NCc1ccc2c(c1)OCO2 | -1 | -5 | -0.7 | 0 | 11
12 | O=C(NC(=S)Nc1ccccn1)c1cccc([N+](=O)[O-])c1 | 7 | -8 | 6.1 | 4 | -29

cpd | CCR6 antagonist | 697 NFkB inh | Gli-Sufu block | Mdm2 MdmX PPI
1 | 7 | -8 | -15 | -17
2 | 6 | 7 | 21 | 30
3 | 2 | 5 | -6 | 19
4 | 1 | 1 | -8 | -3
5 | -2 | 17 | -6 | 4
6 | 22 | -1 | -16 | 38
7 | -6 | -8 | 12 | 14
8 | 11 | -165 | -70 | 59*
9 | 5 | -3 | -25 | 5
10 | -1 | 17 | -2 | 10
11 | 6 | 4 | 1 | -1
12 | 13 | -58 | -41 | -74

A few values from above:
In EBI2 antag, entry 3 is entered as -3
In CCR6 antagonist, entry 9 is entered as 5
In Mdm2 MdmX PPI, entry 2 is entered as 30

Later entries.
cpd | Compound | XBP1 UPR activ | EBI2 antag | CHOP UPR activ | CXCR6 inh | Jurkat NFkB inh
13 | Cc1ccc(SCCNS(=O)(=O)c2ccc3c(c2)OCCO3)cc1 | -1 | -1 | -0.5 | -1 | 11
14 | CN1CCN(CC(=O)N2N=C(c3cccs3)CC2c2ccco2)CC1 (stereo not drawn) | 3 | -15 | -0.5 | -7 | -7
15 | Clc1cccc(N=C2NN=C(c3ccc4c(c3)OCCO4)CS2)c1 | -2 | 50* | 4.5 | -3 | -119
16 | CN(C)S(=O)(=O)c1ccc2c(c1)c(=O)c(C(=O)NCCCN1CCCCCC1)cn2C | 3 | 0 | 1.6 | -13 | -8
17 | COCCN1C(=O)c2ccccc2C(C(=O)N2CCN(c3ccccc3)CC2)C1c1ccc(F)cc1 (stereo not drawn) | -1 | 8 | -1.8 | 1 | 2
18 | COc1ccc2[nH]c(CN3CCN(C(C)C)C(CCO)C3)c(C)c2c1 (stereo not drawn) | 0 | 0 | 0.2 | -4 | -16
19 | CC1(C)CC2CC(C)(CN2c2ncnc3ccc(Br)cc23)C1 (stereo not drawn) | -1 | -5 | -3.5 | -11 | -2
20 | CCOCC(=O)Nc1nnc(C2CCCCC2)s1 | 3 | 0 | 3.5 | 5 | -34
21 | O=C(COC(=O)C1=COCCO1)Nc1ccccc1 | -4 | -5 | 2.3 | -10 | -5
22 | C=CCn1cc(CN2CCC(C(=O)Nc3cccc(-c4cccc(F)c4)c3)CC2)c(C)n1 | -1 | -3 | 3.3 | -12 | 10
23 | CCN(C(=O)COC(=O)c1ccco1)c1cccc2ccccc12 | -2 | 12 | 0.0 | 1 | 0
24 | COc1cccc(/C(C)=N/Nc2ccc(S(=O)(=O)N3CCCCC3)cn2)c1 | -5 | -13 | 0.8 | 4 | -2

cpd | CCR6 antagonist | 697 NFkB inh | Gli-Sufu block | Mdm2 MdmX PPI
13 | 2 | 7 | -10 | -5
14 | -6 | -4 | 3 | 42
15 | -7 | -109 | -52 | -13
16 | 4 | -4 | -3 | 14
17 | 14 | -32 | 7 | 11
18 | -5 | -5 | 8 | -2
19 | 11 | -21 | 62* | 30
20 | -1 | -42 | -35 | -5
21 | -13 | 1 | 4 | -21
22 | 14 | -13 | 36 | 51*
23 | 5 | 7 | 2 | 10
24 | 9 | -4 | nt | -10

Molecules from the list above with an NH in an aromatic ring (2):
cpd | Compound | XBP1 UPR activ | EBI2 antag | CHOP UPR activ | CXCR6 inh | Jurkat NFkB inh
9 | Cc1ccc(NC(=O)CSc2nc(NS(=O)(=O)c3ccccc3)cc(=O)[nH]2)cc1 | 4 | 4 | 0.0 | 3 | -8
18 | COc1ccc2[nH]c(CN3CCN(C(C)C)C(CCO)C3)c(C)c2c1 (stereo not drawn) | 0 | 0 | 0.2 | -4 | -16

cpd | CCR6 antagonist | 697 NFkB inh | Gli-Sufu block | Mdm2 MdmX PPI
9 | 5 | -3 | -25 | 5
18 | -5 | -5 | 8 | -2

Quoted at random: 3 entries already listed, in no set order.
cpd | Compound | XBP1 UPR activ | EBI2 antag | CHOP UPR activ | CXCR6 inh | Jurkat NFkB inh
16 | CN(C)S(=O)(=O)c1ccc2c(c1)c(=O)c(C(=O)NCCCN1CCCCCC1)cn2C | 3 | 0 | 1.6 | -13 | -8
19 | CC1(C)CC2CC(C)(CN2c2ncnc3ccc(Br)cc23)C1 (stereo not drawn) | -1 | -5 | -3.5 | -11 | -2
15 | Clc1cccc(N=C2NN=C(c3ccc4c(c3)OCCO4)CS2)c1 | -2 | 50* | 4.5 | -3 | -119

cpd | CCR6 antagonist | 697 NFkB inh | Gli-Sufu block | Mdm2 MdmX PPI
16 | 4 | -4 | -3 | 14
19 | 11 | -21 | 62* | 30
15 | -7 | -109 | -52 | -13

Entries listed so far shown as hits in EBI2 antag:
no.	SMILES	XBP1 UPR activ	EBI2 antag	CXCR6 inh	Jurkat NFkB inh	CCR6 antagonist	697 NFkB inh	Mdm2 MdmX PPI
15	Clc1cccc(N=C2NN=C(c3ccc4c(c3)OCCO4)CS2)c1	-2	50*	-3	-119	-7	-109	-13

Other entries
cpd | Compound | XBP1 UPR activ | EBI2 antag | CHOP UPR activ | CXCR6 inh | Jurkat NFkB inh
25 | O=C(O)c1cccc(NC(=O)c2ccc3c(c2)C(=O)N(CC2CCCO2)C3=O)c1 (stereo not drawn) | -1 | -3 | -3.2 | 0 | -7
26 | CCCCC(CC)CNC(=O)c1ccc2c(c1)OCO2 (stereo not drawn) | -2 | -3 | -1.0 | 0 | 9
27 | CCN(CC)C(=O)CC(c1ccccc1)c1ccco1 (stereo not drawn) | 0 | -6 | 0.4 | 3 | -7
28 | Fc1cc(F)c(NC(=S)N2CCOCC2)c(F)c1 | -5 | 0 | -0.1 | 3 | -19
29 | O=C(CSc1n[nH]c(=O)[nH]c1=O)Nc1ccccc1C(=O)c1ccccc1 | -4 | -3 | 0.1 | 4 | 15
30 | Cc1cccc(C)c1NC(=O)c1cccc2c1-c1ccccc1C2=O | 2 | 6 | 2.4 | 9 | 11
31 | Cc1ccc(C(=O)NNC(=O)C2CCN(c3nc(C)cc(C)n3)CC2)cc1 | -4 | 9 | -2.2 | -6 | 11
32 | O=C(O)C1C2C=CC(C2)C1C(=O)NCc1ccc2c(c1)OCO2 (stereo not drawn) | -2 | 0 | -0.2 | -3 | -21
33 | Cc1cc(Br)c(NC(=O)Cn2c([N+](=O)[O-])cnc2C)cc1C | 0 | 1 | -0.2 | -1 | 7
34 | Cc1ccc2nc(-c3cccnc3)c(NC3CCCCC3)n2c1 | -2 | 10 | 4.6 | 0 | -6
35 | Cc1ccc(S(=O)(=O)Nc2c(NC3CCCCC3)c3ccccc3oc2=O)cc1 | -5 | 1 | -1.2 | 8 | -7
36 | O=C(NC(=S)Nc1ccc(Br)cc1F)C1CCCCC1 | 2 | 16 | 1.5 | 3 | -60

cpd | CCR6 antagonist | 697 NFkB inh | Gli-Sufu block | Mdm2 MdmX PPI
25 | 3 | 16 | 2 | 13
26 | 17 | -25 | -3 | -21
27 | 2 | 19 | 8 | -4
28 | 6 | 10 | 0 | -1
29 | 3 | 16 | 9 | 8
30 | 8 | 6 | -1 | 5
31 | 3 | 4 | 0 | 0
32 | -3 | 17 | -3 | 19
33 | 2 | 19 | nt | 6
34 | 9 | -19 | 6 | -9
35 | 10 | 0 | 17 | 5
36 | 6 | -84 | -13 | -49

The listing continues.
cpd | Compound | XBP1 UPR activ | EBI2 antag | CHOP UPR activ | CXCR6 inh | Jurkat NFkB inh
37 | COc1cccc2sc(N(CCN(C)C)C(=O)c3ccc4c(c3)CCCC4)nc12 | 1 | -23 | -1.3 | -5 | 4
38 | COc1ccc(NC(=O)CN(C)C(=O)C2=NN(c3ccccc3)C(=O)CC2)cc1 | -1 | -15 | -2.6 | 2 | -13
39 | O=c1ccn(C2CCCO2)c(=O)[nH]1 (stereo not drawn) | nt | 11 | nt | -2 | nt
40 | Cc1ccc(C(=O)N2CCN(C)CC2)cc1[N+](=O)[O-] | -1 | -3 | 1.0 | -2 | 0
41 | COc1ccc(OC)c2c1nc1n2CCS1 | -3 | 5 | -0.1 | -4 | 14
42 | Cc1ccc(CNCCCn2cnc(C(=O)Nc3ccc(C)c(C)c3)n2)o1 | nt | 20 | nt | -6 | nt
43 | O=C(NC1CCN(Cc2ccccc2)CC1)C12CC3CC(CC(C3)C1)C2 | 2 | -2 | -0.2 | 0 | 14
44 | CC(C)(C)OC(=O)N(Cc1ccccc1)Cc1ccccc1OCc1cccc(NC(=O)C2CCC2)c1 | nt | 12 | nt | 2 | nt
45 | COc1ccc(S(=O)(=O)N2CCC(C(=O)Nc3c(F)cccc3F)CC2)cc1 | -1 | -3 | -0.6 | -2 | 3
46 | Cc1c(NC(=O)c2cnn3cccnc23)c(=O)n(-c2ccccc2)n1C | 2 | -7 | 1.4 | -6 | -9
47 | CC(=O)Nc1nc(-c2ccc3c(c2)OCO3)cs1 | 0 | 0 | 2.9 | -4 | -62
48 | CCCC(=O)N1CCN(c2ccc(NC(=O)c3ccc([N+](=O)[O-])o3)cc2Cl)CC1 | nt | 11 | nt | -14 | nt
49 | Cc1c(Cl)c([N+](=O)[O-])nn1CC(=O)NCc1cccs1 | 1 | 13 | -2.0 | -7 | -6
50 | CC1CCN(C(=O)C2Cc3ccccc3CN2S(=O)(=O)c2ccc(F)cc2)CC1 (stereo not drawn) | 1 | 10 | -0.7 | -2 | 5
51 | O=C(Oc1c(CN2CCOCC2)cc(Cl)c2cccnc12)c1ccccc1 | 16 | 10 | 14 | 19 | 23

cpd | CCR6 antagonist | 697 NFkB inh | Gli-Sufu block | Mdm2 MdmX PPI
37 | 0 | -21 | 22 | 13
38 | 5 | 1 | 0 | 6
39 | -4 | nt | -2 | nt
40 | 3 | 2 | -3 | 7
41 | -5 | 4 | 1 | 5
42 | 13 | nt | 3 | nt
43 | -15 | 8 | -3 | 4
44 | 8 | nt | 16 | nt
45 | -3 | 4 | -2 | -24
46 | -3 | 16 | -21 | -19
47 | 15 | -47 | -76 | -45
48 | 1 | nt | 28 | nt
49 | 9 | 19 | 0 | -13
50 | 9 | 8 | 1 | 11
51 | 33 | -12 | 75* | 47
